# High-throughput results deposited in PubChem by National Center for Advancing Translational Sciences (NCATS).
# AmpC inh detg: qHTS Inhibitors of AmpC Beta-Lactamase (assay with detergent) | P00811 | AmpC hydrolysis of nitrocefin, absorbance 480 nm, 0.01% Triton | Potency, µM (series often up to 114 µM), for the others: at the highest dose activity change, negative = inhibition, hits mostly inhibitors | AID 485294, 2010 | 370,000 compounds, 0.041% hits;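 note: potency is the fitted concentration of half-maximal effect; 0% = no-compound wells and -100% = no-enzyme wells; nearly all actives have a fitted effect of over 25% in size; some results filed as inactive show a strong effect at the top dose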
# Target sequence (P00811 whole entry, looked up): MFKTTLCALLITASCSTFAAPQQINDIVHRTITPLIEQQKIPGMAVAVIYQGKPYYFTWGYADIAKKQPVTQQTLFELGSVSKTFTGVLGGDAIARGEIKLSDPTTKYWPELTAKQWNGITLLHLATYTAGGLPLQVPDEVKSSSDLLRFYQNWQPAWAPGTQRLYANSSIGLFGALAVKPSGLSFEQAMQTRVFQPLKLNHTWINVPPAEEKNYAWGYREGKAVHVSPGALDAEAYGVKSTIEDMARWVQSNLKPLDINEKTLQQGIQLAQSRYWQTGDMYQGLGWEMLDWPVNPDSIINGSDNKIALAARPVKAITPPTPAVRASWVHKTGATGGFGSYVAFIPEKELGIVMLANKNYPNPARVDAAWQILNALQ
#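 AmpC (5.3 nM in the dispensed reagent) in 20 mM phosphate pH 7.0 with 0.01% (detergent screen) or 0.0001% Triton X-100 was preincubated with compounds for 15 min at room temperature. Nitrocefin was then added from an 800 uM solution, and hydrolysis was followed at 480 nm.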
# AMA1-RON2 inh: qHTS for Inhibitors of AMA1-RON; Towards Development of Antimalarial Drug Lead: Primary Screen; Potency, µM (top dose mostly 58.2 µM), without a hit: at the top dose activity change, negative = inhibition, most hits filed as inhibitors; AID 720542, 2013; AlphaScreen AMA1-biotinylated RON2 peptide binding; 360,000 compounds, 0.2% hits; Plasmodium falciparum AMA1 (3D7) - RON2 peptide interaction;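 note: potency is the fitted concentration of half-maximal effect; 0% = vehicle wells and -100% = peptide control; nearly all actives have a fitted effect of over 45% in size; some results filed as inactive show a strong effect at the top dose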
#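 AMA1 (3D7) with his tag at 25 nM final met compounds first, then biotinylated RON2 peptide at 25 nM; detection used donor plus acceptor beads, 10 µg/mL apiece, read by AlphaScreen after 30 min at room temperature.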
# FBPA Giardia inh: qHTS Assay for Inhibitors of Fructose-1,6-bisphosphate Aldolase from Giardia Lamblia; purified Giardia FBPA; A8B2U2; 290,000 compounds, 0.71% hits; Potency, µM (series often up to 59.6 µM), for inactives: top-dose activity, negative = inhibition, hits mostly inhibitors; AID 2451, 2010; note: potency is the fitted concentration of half-maximal effect; % is set by controls: 0 for no effect and ±100 for the full control effect; nearly all actives have a fitted effect of over 55% in size
# Target sequence (A8B2U2 whole entry, looked up): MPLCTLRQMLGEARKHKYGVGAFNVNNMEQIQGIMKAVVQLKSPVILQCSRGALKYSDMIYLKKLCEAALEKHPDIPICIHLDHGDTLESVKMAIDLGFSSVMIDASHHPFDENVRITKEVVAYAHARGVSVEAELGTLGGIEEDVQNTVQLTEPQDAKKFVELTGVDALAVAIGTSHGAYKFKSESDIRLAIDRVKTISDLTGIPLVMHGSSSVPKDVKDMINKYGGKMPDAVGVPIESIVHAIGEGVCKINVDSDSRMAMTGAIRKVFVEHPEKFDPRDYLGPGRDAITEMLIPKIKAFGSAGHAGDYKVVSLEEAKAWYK
#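 40 nM FBPA preincubated 10 min at RT with compound (up to 57.5 uM final), then substrate plus GAPDH/TPI/NAD/arsenate coupling and diaphorase/resazurin added. Fluorescence read after 20 min at RT, 525/598 nm.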
# HCMV antiviral: qHTS Assay for inhibitors of the human cytomegalovirus (HCMV); HFF cells, HCMV-luciferase reporter, 72 h; hits give low values; activity change, negative = inhibition, % at 57.5 µM; 410,000 compounds, 4.5% hits; in the data active = activity change below about -60%; inconclusive = no clear call, values can overlap the other calls; inactive = above about -39%; note: % is set by controls: 0 for no effect and ±100 for the full control effect
#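 Steps: HFFs plated, 16 h 37C; compounds added; HCMV-luciferase added to MOI 1 PFU/cell; 72 h 37C; OneGlo reagent, 5 min room temperature; luminescence read, normalized to controls.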
# Shiga toxin inh: A qHTS for Small Molecule Inhibitors of Shiga Toxin. Vero cells, Shiga toxin protein synthesis inhibition reporter. inhibition, % at 38.7 µM. 290,000 compounds, 9.2% hits; in the data active = inhibition mostly above about 28%, no sharp cut-off; inactive = mostly below about 43%; note: 0% is about no effect
# CHX counter: Cycloheximide Counterscreen for Small Molecule Inhibitors of Shiga Toxin. max response, %. 300,000 compounds, 12% hits. AID 2314, 2010. cell reporter, cycloheximide protein synthesis inhibition counterscreen; in the data active = max response mostly above about 13%, no sharp cut-off; inactive = mostly below about 14%; note: read at 38.3 µM for the half of the compounds with a filed dose; 0% is about no effect
# AmpC inh no detg: qHTS Inhibitors of AmpC Beta-Lactamase (assay without detergent) | P00811 | Potency, µM (top dose mostly 57.1 µM), for the others: at the top dose activity change, negative = inhibition, usual class: inhibitors | 330,000 compounds, 0.52% hits | AmpC nitrocefin hydrolysis, absorbance 480 nm, 0.0001% Triton;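 note: potency is the fitted concentration of half-maximal effect; plate controls were no compound for no effect and no enzyme for full effect; nearly all actives have a fitted effect of over 20% in size; some results filed as inactive show a strong effect at the top dose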
#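 AmpC (5.3 nM in the dispensed reagent) in 20 mM phosphate pH 7.0 with 0.01% (detergent screen) or 0.0001% Triton X-100 was preincubated with compounds for 15 min at room temperature. Nitrocefin was then added from an 800 uM solution, and hydrolysis was followed at 480 nm.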
# * marks the source's active call; other numbers are inactive results; ? = inconclusive; . = no result given; [ ] = another dose, or the depositor's remark. Unless noted, calls come from the whole dose curve; as a rule, active = well fitted curve in the direction sought with a large enough effect; inconclusive = small, poorly fitted or top-dose-only effect, or another doubt; inactive = no such curve, though single readings can be large; an effect the other way counts as inactive or inconclusive. Not a hit list. About 16% of those tested had a hit in this group.
nr	SMILES	AmpC inh detg	AMA1-RON2 inh	FBPA Giardia inh	HCMV antiviral	Shiga toxin inh	CHX counter	AmpC inh no detg
1	O=c1cc(Nc2ccc3c(c2)OCCO3)[nH]c(=O)n1-c1ccc(Br)cc1	-2%	19%	.	?	-1	-2	-39%
2	COc1ccc(C2=NN(CC(=O)NCC(OC)OC)C(=O)CC2)cc1	-2%	-3%	17%	13	-3	5	-10%
3	COC(=O)C1C(O)=C(C=Nc2ccccc2)C(=O)CC1(C)C (stereo not drawn)	?	-5%	5%	-12	-5	-3	-12%
4	CN(C)CCNC(=S)Nc1ccc(F)c(F)c1F	?	0%	-5%	11	17	-4	-6%[2.29 µM]
5	Cc1onc(-c2c(Cl)cccc2Cl)c1NC(=O)NNc1c(Cl)cncc1Cl	-13%	3%	-1%	9	-14	0	-12%
6	COCc1ccc(C(=O)N2CCCC(Nc3ccc4c(c3)OCCO4)C2)o1 (stereo not drawn)	-14%	-1%	-12%	1	11	4	2%
7	CCOc1ccc(S(=O)(=O)N(CC(=O)NC2CCCCC2C)Cc2ccco2)cc1 (stereo not drawn)	-8%	-5%	4%	-34	14	6	33%
8	O=C(NCc1cccs1)C1CCCN1S(=O)(=O)c1ccccc1F (stereo not drawn)	?	-5%	6%	-7	-18	-5	-9%
9	COc1cccc(C(=O)Nc2ccc3c(C)cc(=O)oc3c2)c1	?	-5%	3%	60	115*	62*	-4%
10	CCOC(=O)C1CCN(Cc2ccc(OCc3ccccc3)cc2)CC1	-16%	?	?	-11	6	3	36%

# Carrying on.
nr	SMILES	AmpC inh detg	AMA1-RON2 inh	FBPA Giardia inh	HCMV antiviral	Shiga toxin inh	CHX counter	AmpC inh no detg
11	COc1ccc(S(=O)(=O)n2cnc3ccccc32)cc1	?	-6%	-16%	-20	-6	-1	-18%
12	C/C=C/c1ccc(OCC(=O)N(C)CC(=O)Nc2ccc(F)cc2)c(OC)c1	-12%	-2%	.	-9	.	.	72%[activator]
13	C[C@H](CO)N1C[C@H](C)[C@@H](CN(C)S(=O)(=O)c2ccc(F)cc2)Oc2c(NC(=O)Nc3ccc4c(c3)OCO4)cccc2C1=O	.	-7%	.	-20	.	.	194%[activator]
14	C=CCn1c(C)cc(C(=O)COC(=O)c2cncc(Br)c2)c1C	-8%	-17%	.	-2	.	.	-8%
15	Cc1cc(C)cc(C(=O)OCC(=O)NCc2cccs2)c1	-8%	11%	6%	3	-3	7	-26%
16	O=C(Oc1ccc2ccc(=O)oc2c1)c1ccco1	-9%	-8%	.	19	-1	4	-29%
17	O=C(O)C1NCCc2ccccc21 (stereo not drawn)	?	18%	-16%	34	-5	-6	-18%
18	CC12CCC=CC1C(c1cccc([N+](=O)[O-])c1)N(Cc1ccccc1)C2=O (stereo not drawn)	.	.	8%	.	16	7	.
19	CN1c2ccccc2C(=O)N2CCc3c([nH]c4ccccc34)C21 (stereo not drawn)	.	.	2%	.	23	1	.
20	Cc1oc(-c2cccc(Cl)c2)nc1CS(=O)(=O)CC(=O)NC1CCCC1	-18%	18%	7%	-62*	-9	-3	47%

# The listing continues:
nr	SMILES	AmpC inh detg	AMA1-RON2 inh	FBPA Giardia inh	HCMV antiviral	Shiga toxin inh	CHX counter	AmpC inh no detg
21	N#Cc1c(Cl)nc(Cl)c2c1CCN(Cc1ccccc1)C2	?	-23%	-15%	-5	-8	-3	-22%
22	COc1ccc(CNC(=O)C2(CC3CC(c4ccccc4)=NO3)CCN(C(=O)C3CCCC3)CC2)cc1 (stereo not drawn)	-13%	-5%	-1%	-20	-2	2	64%[activator]
23	CCOC(=O)C1=C(CC)NC2=C(C(=O)CCC2)C1c1ccc(OC)c(OC)c1 (stereo not drawn)	3%	-12%	2%	-30	14	-2	15%
24	O=C(c1cccc(NS(=O)(=O)c2cccc([N+](=O)[O-])c2)c1)N1CCOCC1	-11%	12%	4%	21	-9	-3	-16%
25	O=c1cc(-c2ccc([N+](=O)[O-])cc2)nc2cc(-c3ccc(F)cc3)[nH]n12	-9%	35%[activator]	3%	50	-5	-1	-22%
26	COc1ccc(-c2sc3ccc(N4CCOCC4)cc3c2C#CCO)cc1	.	-6%	.	-87*	.	.	149%[activator]
27	COc1ccc(NC(=O)CCS(=O)(=O)c2ccc(Cl)cc2)cc1	-8%	-11%	0%	14	28	5	-21%
28	Cn1nc(C(=O)N2CCc3ccccc3C2)c2ccccc2c1=O	12%	-7%	-1%	34	3	-5	-2%
29	CCOc1ccccc1N(C(=O)c1ccccc1Cl)C1=NC(C)(C)CS1	2%	3%	1%	-17	12	-1	85%[activator]
30	CC(=O)c1ccc(OC(=O)CN2C(=O)c3ccccc3C2=O)cc1	-1%	4%	0%	16	-2	-1	0%

# Part of the list above in another layout.
7	CCOc1ccc(S(=O)(=O)N(CC(=O)NC2CCCCC2C)Cc2ccco2)cc1 (stereo not drawn)
8	O=C(NCc1cccs1)C1CCCN1S(=O)(=O)c1ccccc1F (stereo not drawn)
9	COc1cccc(C(=O)Nc2ccc3c(C)cc(=O)oc3c2)c1
10	CCOC(=O)C1CCN(Cc2ccc(OCc3ccccc3)cc2)CC1
11	COc1ccc(S(=O)(=O)n2cnc3ccccc32)cc1
12	C/C=C/c1ccc(OCC(=O)N(C)CC(=O)Nc2ccc(F)cc2)c(OC)c1

entry no.,7,8,9,10,11,12
AmpC inh detg,-8%,?,?,-16%,?,-12%
AMA1-RON2 inh,-5%,-5%,-5%,?,-6%,-2%
FBPA Giardia inh,4%,6%,3%,?,-16%,.
HCMV antiviral,-34,-7,60,-11,-20,-9
Shiga toxin inh,14,-18,115*,6,-6,.
CHX counter,6,-5,62*,3,-1,.
AmpC inh no detg,33%,-9%,-4%,36%,-18%,72%[activator]

# Next part.
nr	SMILES	AmpC inh detg	AMA1-RON2 inh	FBPA Giardia inh	HCMV antiviral	Shiga toxin inh	CHX counter	AmpC inh no detg
31	CCOC(=O)CSc1nc2c(sc(=S)n2-c2ccccc2OC)c(=O)n1Cc1ccco1	?	-24%	-1%	1	-2	-2	-3%
32	O=C(NCC1CCCO1)c1ccc(N2C(=O)C3CCCCC3C2=O)cc1 (stereo not drawn)	-1%	4%	4%	65	3	-5	-2%
33	CCOc1nc(CC(C)C)c2c(c1C#N)CC(C)(C)OC2	4%	19%	11%	-3	-3	-1	4%
34	Cc1ccc(CN2CCSc3ccc(C(=O)NCCCN4CCN(C)CC4)cc32)cc1	5%	-21%	.	-31	-7	1	146%[activator]
35	CC1=C(C(=O)Nc2nc3ccccc3s2)C(c2ccco2)C(C#N)=C(SCC(=O)NC2CCCCC2)N1 (stereo not drawn)	-12%	7%	-7%	?	17	-4	-8%
36	CCCCC[C@H]1CN(CCCC)C(=O)[C@@H]1CC(=O)NCc1ccc(OC)cc1	-16%	-5%	9%	-25	-5	-3	207%[activator]
37	O=C(NCc1ccncc1)C1CCN(C(=O)c2cccc(Cl)c2)CC1	4%	14%	-1%	8	4	-4	-5%
38	Cn1cc(S(=O)(=O)N2CCN(c3ccccc3F)CC2)c(=O)n(C)c1=O	?	4%	2%	-3	11	-1	-11%
39	O=C(c1ccc2c(c1)OCO2)N1CCCN(C(=O)c2ccc3c(c2)OCO3)CC1	?	0%	1%	-4	-3	-2	-3%
40	CN(C)c1ccc(C(=O)N2CCN(C(=O)C3CCCO3)CC2)cc1 (stereo not drawn)	.	1%	.	1	.	.	-10%

# Other structures
nr	SMILES	AmpC inh detg	AMA1-RON2 inh	FBPA Giardia inh	HCMV antiviral	Shiga toxin inh	CHX counter	AmpC inh no detg
41	O=C(COc1ccc2c3c(c(=O)oc2c1)CCC3)NC1CCN(Cc2ccccc2)CC1	?	9%	.	6	-9	-2	-13%
42	O=C(Nc1cnn(C23CC4CC(CC(C4)C2)C3)c1)c1cc(-c2ccccc2)on1	-13%	-5%	-1%	?	-4	-2	-42%
43	CCC1=NN2C(=N)/C(=C\c3cccn3-c3cccc(Cl)c3)C(=O)N=C2S1	?	12%	3%	?	11	-3	-36%
44	O=C(CN(c1ccccc1)S(=O)(=O)c1ccccc1)N/N=C/c1ccco1	-9%	6%	3%	-4	-8	-2	-36%
45	O=[N+]([O-])c1ccccc1C1Nc2cccc3cccc(c23)N1	4%	-17%	?	-18	-17	4	-30%
46	COCCNC(=O)C(c1ccc(F)cc1)N(CC1CCCO1)C(=O)CCC(=O)Nc1ccccn1 (stereo not drawn)	-9%	12%	13%	-17	7	9	11%
47	COCCOC(=O)C1=C(C)NC(C)=C(C(=O)OC/C=C/c2ccccc2)C1c1cccc([N+](=O)[O-])c1 (stereo not drawn)	.	.	-11%	.	14	-5	.
48	O=S(=O)(c1ccc(Cl)cc1)N1CCC(O)(c2cccnc2)CC1	4%	1%	5%	-22	-5	-4	1%
49	COc1ccc(C2CC(=O)c3sc(N)nc3C2)cc1 (stereo not drawn)	-21%	-24%	7%	41	21	-3	-16%
50	CC1CCc2[nH]c3ccc(C(=O)O)cc3c2C1 (stereo not drawn)	3%	5%	-5%	-36	-10	-2	-14%

# (cont.)
nr	SMILES	AmpC inh detg	AMA1-RON2 inh	FBPA Giardia inh	HCMV antiviral	Shiga toxin inh	CHX counter	AmpC inh no detg
51	O=C(N1CCCC1)N1CCN(S(=O)(=O)c2ccccc2)CC1	-30%	9%	10%	29	2	-4	-14%
52	COC(=O)c1c(NC(=O)COC(=O)CCNS(=O)(=O)c2ccc(NC(C)=O)cc2)sc(C)c1C	?	-22%	.	-5	.	.	-6%
53	O=C(NCc1ccco1)C1Cc2ccccc2CN1C(=O)c1ccco1 (stereo not drawn)	-1%	-14%	-2%	-37	18	-3	-14%
54	COc1ccc([C@H]2CC(=O)C=C(c3cc(F)ccc3OC)C2)cc1	5%	-8%	.	13	.	.	-5%
55	CC(C)(C)OC(=O)N1Cc2[nH]c3ccccc3c2C[C@@H]1C(=O)O	-6%	-4%	.	-2	.	.	-21%
56	COCC1CCN(C(=O)CCc2nnc(C3(c4ccc(Cl)cc4)CCC3)o2)CC1	-8%	-17%	6%	?	33	15*	163%[activator]
57	CCc1ccc2[nH]c(=O)c(CN(CCN(C)C)C(=S)NCc3ccco3)cc2c1	-9%	2%	-2%	-3	-12	3	107%[activator]
58	CCCCCC(=O)Nc1ccc2oc(-c3cncc(Br)c3)nc2c1	-2%	-6%	2%	69	31	26*	-18%
59	C=CCn1c(COc2ccccc2)nnc1SCC(=O)C(C)(C)C	-11%	-8%	-2%	-35	6	1	36%
60	O=[N+]([O-])c1nn(-c2ccc3c(c2)OCCO3)n(O)c1=NC1CCCCC1	-4%	?	-12%	10	101	28*	-39%
